Growth percent in the NCI-60 one-dose screen (48 h, 10 µM unless noted): 100 = growth as untreated, 0 = no growth, -100 = all killed.
HCC-2998: HCC-2998 colon cancer; AID 1794799; 79,000 compounds, 4.7% hits
KM12: KM12 colon cancer cells | AID 1794800 | 82,000 compounds, 5% hits
SF-539: SF-539 CNS cancer. 81,000 compounds, 6.8% hits. AID 1794752
SF-295: SF-295 CNS cancer cells; 79,000 compounds, 5.6% hits; AID 1794758
SW-620: SW-620 colon cancer | 82,000 compounds, 5.2% hits
SF-268: SF-268 CNS cancer cells. 82,000 compounds, 3.1% hits. AID 1794759
SNB-19: SNB-19 CNS cancer cells | 81,000 compounds, 2.5% hits
HT29: HT29 colon cancer. AID 1794748. 81,000 compounds, 7.4% hits
SNB-75: SNB-75 CNS cancer; 79,000 compounds, 5% hits; AID 1794750
* hit, by the source's call; x = not tested or not shown. How the source made its calls: active means growth percent below 10; inactive means the rest.

cpd	canonical_smiles	HCC-2998	KM12	SF-539	SF-295	SW-620	SF-268	SNB-19	HT29	SNB-75
1	O=[N+]([O-])c1ccc2c(c1)CCC2	x	111.6	114.4	107.8	107.7	107.7	111.7	108.1	118.5
2	CN1C=CC(=CC=C2C=CC(=O)C=C2)C=C1	103.8	95.9	105.7	106.4	107.0	116.2	106.2	105.0	92.1
3	COc1cc(CCn2nnc3c(NCCCCO)ncnc32)cc(OC)c1	102.5	102.7	111.0	105.1	97.9	105.2	106.0	112.1	84.4
4	NC1=NC(c2ccc3ccccc3c2)c2sc3ccc(Cl)cc3c2N1 (configuration not stated)	106.5	103.5	103.5	105.5	96.6	99.0	102.6	96.6	82.0
5	COc1ccc(NC(=O)c2ccc(NC3=C(c4ccc(Cl)cc4)C(=O)N(C)C3=O)cc2)cc1	94.1	73.3	94.2	83.8	102.8	81.1	81.9	56.1	84.5
6	Fc1ccc(-c2ncnc3c2ncn3CC#CCCl)cc1	x	89.2	91.5	97.7	75.1	78.5	93.2	95.0	90.1
7	C=C(CN=[N+]=[N-])[C@@H]1CC[C@]2(COC(C)=O)CC[C@]3(C)[C@H](CC[C@@H]4[C@@]5(C)CCCNC(C)(C)[C@@H]5CC[C@]43C)[C@@H]12	92.2	65.0	80.7	89.4	59.0	75.7	81.5	54.4	75.6
8	NC(=S)Nc1ccccc1-c1ccccc1	x	106.2	103.0	100.9	104.6	105.2	98.6	107.9	93.0
9	O=[N+]([O-])c1ccc(SNc2ccccc2)c([N+](=O)[O-])c1	111.0	83.3	99.1	81.6	95.6	85.6	94.0	103.3	78.7
10	CN1CCC(OC(N)=O)CC1	111.9	129.4	97.0	116.3	116.6	123.2	98.8	110.7	106.0
11	CCC1=C(c2ccc(OC)cc2)CCC(C(=O)O)C1C (configuration not stated)	106.0	114.7	99.1	153.5	108.0	106.4	92.9	115.7	108.0
12	CC(=O)C(CCC(=O)O)(CCC(=O)O)C(C)C	104.7	101.2	98.8	113.3	105.3	91.2	105.2	106.2	91.8
13	[2H]c1c([2H])n([C@@H]2O[C@H](COC(=O)C([2H])([2H])[2H])[C@@H](OC(=O)C([2H])([2H])[2H])[C@H]2OC(=O)C([2H])([2H])[2H])c(=O)[nH]c1=O	100.0	99.1	94.1	94.0	103.4	107.5	114.2	96.7	87.1
14	O=c1c(Cc2ccncc2)c[nH]c2ccc(Cl)cc12	106.0	115.5	92.2	107.3	104.9	117.2	93.5	x	73.3
15	COc1ccc(/C=N/NC(=O)c2c(Nc3ccccc3)n[nH]c2N)cc1	97.1	91.4	97.2	94.3	102.5	95.4	92.5	101.5	93.5
16	O=C(O)CCC(=O)c1cccs1	98.3	102.2	90.1	92.9	100.0	109.5	98.5	105.2	87.4
17	COc1cc(OC)c(OC)cc1/C=N/NC(=O)c1ccc(S(C)(=O)=O)cc1	98.0	103.0	106.0	106.1	102.2	100.1	101.0	82.1	94.5
18	CCOC(=O)c1[nH]c(=S)[nH]c1C	125.3	102.8	95.9	125.4	103.1	96.8	104.8	101.9	109.5
19	Cc1ccc2c(n1)C(=O)C(Oc1ccc(Br)cc1)=CC2=O	100.5	102.5	104.0	102.6	94.0	88.4	96.6	97.6	82.2
20	COc1ccc(/C=C(\C#N)c2ccc([N+](=O)[O-])cc2)c2ccccc12	80.0	75.6	49.4	70.7	74.4	39.8	24.3	76.8	-16.0*

A different layout for part of the listing above.
Each structure is followed by: HCC-2998, KM12, SF-539, SF-295, SW-620, SF-268, SNB-19, HT29, SNB-75
#5 COc1ccc(NC(=O)c2ccc(NC3=C(c4ccc(Cl)cc4)C(=O)N(C)C3=O)cc2)cc1
    94.1, 73.3, 94.2, 83.8, 102.8, 81.1, 81.9, 56.1, 84.5
#6 Fc1ccc(-c2ncnc3c2ncn3CC#CCCl)cc1
    x, 89.2, 91.5, 97.7, 75.1, 78.5, 93.2, 95.0, 90.1
#7 C=C(CN=[N+]=[N-])[C@@H]1CC[C@]2(COC(C)=O)CC[C@]3(C)[C@H](CC[C@@H]4[C@@]5(C)CCCNC(C)(C)[C@@H]5CC[C@]43C)[C@@H]12
    92.2, 65.0, 80.7, 89.4, 59.0, 75.7, 81.5, 54.4, 75.6
#8 NC(=S)Nc1ccccc1-c1ccccc1
    x, 106.2, 103.0, 100.9, 104.6, 105.2, 98.6, 107.9, 93.0
#9 O=[N+]([O-])c1ccc(SNc2ccccc2)c([N+](=O)[O-])c1
    111.0, 83.3, 99.1, 81.6, 95.6, 85.6, 94.0, 103.3, 78.7

Some of these compounds in order of molecular weight, high to low.
cpd	canonical_smiles	HCC-2998	KM12	SF-539	SF-295	SW-620	SF-268	SNB-19	HT29	SNB-75
15	COc1ccc(/C=N/NC(=O)c2c(Nc3ccccc3)n[nH]c2N)cc1	97.1	91.4	97.2	94.3	102.5	95.4	92.5	101.5	93.5
19	Cc1ccc2c(n1)C(=O)C(Oc1ccc(Br)cc1)=CC2=O	100.5	102.5	104.0	102.6	94.0	88.4	96.6	97.6	82.2
16	O=C(O)CCC(=O)c1cccs1	98.3	102.2	90.1	92.9	100.0	109.5	98.5	105.2	87.4

Continued:
cpd	canonical_smiles	HCC-2998	KM12	SF-539	SF-295	SW-620	SF-268	SNB-19	HT29	SNB-75
21	COC(CCN1C(=O)c2ccccc2C1=O)C(Br)CC(=O)O (configuration not stated)	104.9	112.2	105.8	108.8	111.8	111.4	109.7	98.5	90.4
22	C[C@@H]1OC(=O)c2c(O)cccc2[C@@H]1O	113.6	104.0	98.9	100.1	100.6	101.5	100.4	109.7	x
23	N=C(N)c1ccc(-c2ccc(-c3ccccc3)o2)cc1	-74.5*	-80.3*	-83.7*	-70.4*	-75.7*	-31.1*	-16.9*	-76.5*	19.8
24	Cc1cc(C)c2c(-n3nnc(C#N)c3N)nn(C)c2n1	120.7	102.2	103.7	92.3	99.2	97.0	90.8	102.5	79.6
25	Brc1ccc(CN(Cc2ccccc2)C2CCCCC2)cc1	96.8	97.7	108.0	105.9	101.8	101.7	111.1	102.0	101.0
26	CN(c1nc(CC(=O)N2CC[C@H](C(C)(C)O)C2)nc2sc3c(c12)CCCC3)C1CC1	104.6	98.9	100.9	104.5	104.6	95.7	101.7	105.6	96.5
27	OCCNc1nc(NCCO)nc(Nc2ccc(C3=NN(c4cc(Cl)cc(Cl)c4)C(c4ccccc4)C3)cc2)n1 (configuration not stated)	52.8	27.9	38.0	10.0	60.0	50.8	58.7	9.1*	52.5
28	O=C1/C(=C\c2cn(-c3ccccc3)nc2-c2ccccc2)CCc2ccccc21	106.9	83.6	99.9	87.0	87.8	78.3	90.8	91.2	68.1
29	C#CCN1C(=O)/C(=C\c2cn(CC#C)c3ccccc23)c2ccccc21	107.6	101.4	91.6	x	102.1	95.7	96.7	101.3	x
30	CCc1ccccc1NC(=O)c1sc2nc3c(cc2c1N)CCCC3	78.9	27.9	13.9	29.6	26.7	49.2	37.6	13.5	12.3
31	N#Cc1c(Nc2ccccc2)nn2c(-c3ccc4ccccc4c3)ccnc12	104.3	102.4	98.0	100.8	97.9	105.0	94.9	97.4	102.6
32	Cc1ccc(/C(CN2CCN(c3cc4c(cc3F)c(=O)c(C(=O)O)cn4C3CC3)CC2)=N\O)cc1	104.5	84.4	83.4	79.9	103.5	77.8	83.8	77.2	79.2
33	CCOC(=O)c1sc2nc(-c3cnccn3)cc(-c3cccs3)c2c1N	102.7	96.2	82.2	94.1	92.9	94.5	85.8	89.0	x
34	CCc1nnc(Nc2ccc(Br)cc2)o1	102.1	100.5	98.4	99.8	104.4	103.1	106.7	x	91.9
35	[O-][n+]1onc(N/N=C/c2ccc(Br)s2)c1-c1ccccc1	105.0	99.2	100.3	101.5	107.1	107.1	104.9	113.3	100.1
36	Cc1cc(Cl)cc(NS(=O)(=O)c2ccc(-c3cnc(C4CC4)o3)cc2)c1	19.8	15.4	6.2*	1.0*	28.0	61.7	36.0	10.7	x
37	CC1=CC(c2ccc(Cl)cc2)N2N=CSC2=N1 (configuration not stated)	108.5	117.8	97.1	106.5	103.8	114.4	102.8	107.0	100.8
38	CCOP(=O)(OCC)C(NC(=O)c1ccccc1)C(=O)NCCCCl (configuration not stated)	111.8	90.0	92.3	105.3	104.6	102.8	101.6	94.8	x
39	CSc1nnc(-c2cc3c([nH]c4ccccc43)c(-c3cccc(O)c3)n2)n1-c1ccccc1	67.3	21.6	-7.1*	24.8	31.3	39.5	38.6	41.3	5.1*
40	O=NN(Cc1cccnc1)Cc1cccnc1	106.0	104.3	103.3	100.9	100.7	103.9	98.1	97.7	81.0
41	O=S(=O)(CCN1CCCCC1)CCS(=O)(=O)CCN1CCCCC1	x	104.6	96.3	123.6	102.2	102.9	102.4	111.0	98.7
42	O=C1NC(=O)C(=Cc2cc(O)ccc2O)C(=O)N1	101.0	81.3	99.8	107.2	102.6	89.6	105.9	102.7	93.2
43	CCN1C(=O)N(CC)C2SC(N/N=C/c3ccccc3)=NC21 (configuration not stated)	12.7	13.3	-11.2*	12.8	22.5	47.6	27.3	-1.0*	37.4
44	COc1cc(-c2nn(C(=O)NS(=O)(=O)c3ccc(C)cc3)cc2-c2ccncc2)ccc1Cl	95.2	80.4	53.5	68.7	101.6	33.8	95.5	26.6	40.2
45	O=C(/C=C/c1ccc2c(c1)OCO2)OC/C=C/c1ccc2c(c1)OCO2	99.9	99.1	111.1	147.6	115.0	102.2	103.0	97.8	96.9
46	C=C1CN(c2ccc(C)cc2)C(=O)C(=C)CN(c2ccc(C)cc2)C1=O	113.1	103.2	98.6	106.7	111.1	99.5	101.2	82.7	91.0
47	O=C(C[n+]1cc2ccccc2cn1)c1ccc(O)c(O)c1	103.5	109.9	100.0	107.6	93.9	103.4	90.8	103.8	105.3
48	CC(C)CC(=O)OCc1ccccc1	97.8	106.9	99.1	94.8	105.9	101.9	103.1	91.6	85.2
49	CN(C)c1ccc(/C=N/O)cc1	107.5	98.2	x	104.1	94.3	91.5	108.0	99.4	102.9
50	CS(=O)(=O)c1ccc(-c2[nH]c3ccc(F)cc3c2/C=N/N=C(N)N)cc1	99.6	89.9	96.0	98.9	88.2	90.4	93.1	96.1	82.7
51	CSc1nc2nc3c(c(-c4ccc(C)cc4)c2c(=O)[nH]1)CN(C)C/C3=C\c1ccc(C)cc1	96.5	101.2	123.7	110.7	102.6	90.9	97.3	102.9	93.0
52	Cc1ccc(Cl)cc1N1C(=O)CC(Sc2ccccc2N)C1=O (configuration not stated)	100.7	111.9	104.7	111.3	108.3	x	101.6	109.1	65.5
53	Cc1c(F)cccc1NC(=O)c1sc2nc3c(cc2c1N)CCCC3	94.2	88.9	102.6	94.2	84.0	92.6	95.8	99.5	104.7
54	CCOC(=O)c1cc2c(n1C)-c1[nH]c(=O)c(S(=O)(=O)c3ccccc3)cc1CCC2	101.9	105.7	95.6	90.7	107.8	96.5	94.7	108.3	93.2
55	CCCCCCCCCCCC1=NCC(CC(C)CC(C)(C)C)O1 (configuration not stated)	111.4	107.6	100.1	108.4	103.4	110.8	109.7	96.8	90.5
56	O=c1[nH]c(=S)[nH]cc1Oc1ccc(Br)cc1	97.3	105.2	88.3	97.3	107.3	102.8	105.2	109.9	88.3
57	CC12CCC(/C(=C/NNc3ccc([N+](=O)[O-])cc3[N+](=O)[O-])C1=O)C2(C)C (configuration not stated)	93.4	90.7	101.8	85.2	64.8	77.8	94.1	52.6	135.9
58	O=CN1N=C(c2ccc(Nc3ccnc4cc(Cl)ccc34)cc2)CC1c1ccccc1 (configuration not stated)	36.2	35.9	25.9	17.4	31.8	37.4	52.8	11.6	56.4
59	O=C(/C=C\c1ccc([N+](=O)[O-])cc1)c1ccc(NC2=CC(=O)c3ccccc3C2=O)cc1	120.0	102.6	93.8	100.2	105.8	101.7	96.6	114.9	111.0
60	Cc1ccc(N(Cc2ccc(Cl)cc2)C2OC(=O)c3ccccc32)cc1 (configuration not stated)	107.6	105.2	100.7	113.2	106.1	97.8	100.3	93.7	96.2
61	CCCOCc1cc(CN2CCN(c3cccc(Cl)c3)CC2)c(O)c2ncccc12	89.9	68.5	100.7	x	85.1	83.8	89.7	84.6	105.6

Assay outcomes (PubChem BioAssay)
